Screening data from PubChem BioAssay.
ERa SRC1 inh = ERα–SRC-1 coactivator interaction inhibitors, primary screen, biochemical, TR-FRET, ERα LBD, estradiol-bound. TR-FRET ER-alpha LBD / SRC-1 peptide. inhibition, % at 25.6 µM. 86,000 tested, 1.7% active. AID 629, 2007; in the data active = inhibition above about 50%;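 also: 0% = receptor plus peptide control and 100% = peptide only without receptor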
CD11b adhes enh = enhancers of CD11b/CD18 adhesion to fibrinogen, primary screen, K562 cells, luminescence. activation, % at 10 µM. 93,000 tested, 0.07% active. ATPlite luminescence. AID 1499, 2009. Integrin beta-2 (Homo sapiens) + Integrin alpha-M (Homo sapiens), P05107+P11215;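 active = 10 µM primary screen giving 50% or more activity, confirmed by 40% or more on retest at that dose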; also: strong numbers were not always called active; reference of the scale not given here
MT1-MMP txn act = MT1-MMP promoter reporter activation – cell-based, luciferase luminescence, primary screen; HT1080 MT1-MMP promoter luciferase reporter, overnight; active compounds read high; activation factor at 10 µM; 86,000 tested, 0.16% active; AID 750, 2007;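 active = activation factor of at least 2 for MT1-MMP transcription at 10 µM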
ERb SRC1 inh = inhibitors of ERβ-SRC1 coactivator interaction, primary screen, biochemical, TR-FRET, ERβ LBD, SRC-1 peptide; Estrogen receptor beta (Homo sapiens), Q92731; 86,000 tested, 1.3% active; AID 633, 2007; TR-FRET ER-beta LBD / SRC1-Cy5 peptide binding; receptor agonist-loaded with 1 µM estradiol; inhibition, % at 25.6 µM;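 active = compounds whose percent inhibition of the receptor-coactivator binding signal exceeds about 50% in the single-dose screen, limit read from the data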;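 also: 0% = receptor plus peptide wells without compound and 100% = peptide-only wells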
Target sequence (Q92731 whole entry, looked up, the tested form may be a part): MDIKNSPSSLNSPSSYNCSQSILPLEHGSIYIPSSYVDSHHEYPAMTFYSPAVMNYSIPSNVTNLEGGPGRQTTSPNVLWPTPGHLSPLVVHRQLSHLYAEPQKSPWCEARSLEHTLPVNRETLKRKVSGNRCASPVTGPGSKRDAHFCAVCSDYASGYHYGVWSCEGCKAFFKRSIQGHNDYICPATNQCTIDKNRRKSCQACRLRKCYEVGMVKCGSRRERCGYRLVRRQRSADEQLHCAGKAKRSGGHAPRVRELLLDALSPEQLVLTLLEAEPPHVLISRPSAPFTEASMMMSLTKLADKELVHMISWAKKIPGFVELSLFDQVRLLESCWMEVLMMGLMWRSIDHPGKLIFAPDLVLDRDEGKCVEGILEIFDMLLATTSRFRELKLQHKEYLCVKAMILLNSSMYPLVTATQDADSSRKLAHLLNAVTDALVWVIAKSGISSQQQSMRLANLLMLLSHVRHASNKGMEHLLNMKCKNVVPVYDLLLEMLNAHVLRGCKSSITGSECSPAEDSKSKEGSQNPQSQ
ERa coact pot = enhancers of ERα–SRC-1 coactivator binding, primary screen, biochemical, TR-FRET, ERα LBD, low estradiol; Estrogen receptor (Homo sapiens), P03372; TR-FRET ERalpha-LBD/SRC-Cy5 coactivator binding, 2 h; 100 = basal binding, no effect; coactivator binding (% of control), % at 25.6 µM; 86,000 tested, 1.3% active; in the data active = activity above about 200%;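 also: binding measured in presence of low estradiol as agonist stimulus; 0% = peptide alone without receptor and 100% = receptor with peptide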
Ecoli WT expand = growth inhibitors of wild-type E. coli, primary screen, strain BW25113, expanded library, OD600. OD600 absorbance. growth inhibition, % at 100 µM. 98,000 tested, 0.15% active. AID 710, 2007;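 active = growth inhibition above about 50% at one test dose, limit read from the data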;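 also: growth measured after 20 h incubation at 37 °C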
FAK inh = FAK kinase inhibitors, primary screen, biochemical; 97,000 tested, 0.84% active; biochemical FAK kinase activity assay; inhibition, %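 (tested at 7 µM)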; in the data active = inhibition above about 19%;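 also: 0% = DMSO and 100% = reference compound high control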
Mac1 fbg inh = inhibitors of CD11b/CD18 adhesion to fibrinogen, primary screen, K562 cells, luminescence. Integrin beta-2 (Homo sapiens) + Integrin alpha-M (Homo sapiens), P05107+P11215. ATPlite luminescence; Mn2+ added to activate the integrin. inhibition, % at 10 µM. 93,000 tested, 0.54% active. AID 1497, 2009;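 active = primary inhibition of 50% or more at 10 µM, then 40% or more on retest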; also: some results filed as inactive read as strong as hits
PLAP act = PLAP enzyme activators, biochemical, luminescence, HTS; Alkaline phosphatase, placental type (Homo sapiens), P05187; purified PLAP enzyme, luminescent substrate read-out; active compounds read high; activation fold at 20 µM; 96,000 tested, 1.2% active; in the data active = activation fold above about 2
Target sequence (P05187 whole entry, looked up): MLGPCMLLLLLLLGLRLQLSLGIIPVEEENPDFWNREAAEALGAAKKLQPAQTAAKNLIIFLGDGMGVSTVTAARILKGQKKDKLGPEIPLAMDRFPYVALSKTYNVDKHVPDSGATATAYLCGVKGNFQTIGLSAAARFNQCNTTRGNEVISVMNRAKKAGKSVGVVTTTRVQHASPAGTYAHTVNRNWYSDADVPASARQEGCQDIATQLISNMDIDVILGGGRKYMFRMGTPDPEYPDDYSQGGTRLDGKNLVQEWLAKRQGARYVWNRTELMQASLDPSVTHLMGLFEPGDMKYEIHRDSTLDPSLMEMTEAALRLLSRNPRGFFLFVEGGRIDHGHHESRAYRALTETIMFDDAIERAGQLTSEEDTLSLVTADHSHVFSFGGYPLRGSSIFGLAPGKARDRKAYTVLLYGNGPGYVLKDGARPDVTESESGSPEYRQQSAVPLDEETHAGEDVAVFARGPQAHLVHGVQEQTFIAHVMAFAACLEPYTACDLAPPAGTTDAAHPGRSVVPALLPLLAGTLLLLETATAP
Numbers without * were called inactive; [ ] = another dose, or the depositor's remark. Outcome played no part in choosing rows (roughly 5.1% active in at least one column).

Screening CC(C)(C)c1ccc(C(=O)Nc2ccc(NC(=O)c3ccco3)cc2)cc1 returned ERa SRC1 inh 16.6, MT1-MMP txn act 1.1, ERb SRC1 inh 15.8, ERa coact pot 112.4, Ecoli WT expand -2.0, FAK inh -3.0 and PLAP act 1.
For C[C@@H]1CCC[C@H](C)N1NC(=O)c1ccc(Cl)c(S(N)(=O)=O)c1 the results were ERa SRC1 inh 24.1, MT1-MMP txn act 1, ERb SRC1 inh 48.9 and ERa coact pot 97.0.
Clc1ccc(C(c2nnnn2C2CCCC2)N2CCN(Cc3ccncc3)CC2)cc1 (stereo unspecified) was read as MT1-MMP txn act 1.2, Ecoli WT expand 12.0, FAK inh 1.1 and PLAP act 1.3.
O=C(NCc1ccccc1)C(c1ccccc1)N(Cc1ccc2c(c1)OCO2)C(=O)Cc1cccs1 (stereo unspecified) was read as ERa SRC1 inh -8.7, MT1-MMP txn act 1.1, ERb SRC1 inh -4.8[fluorescence artefact?], ERa coact pot 99.3 and FAK inh -0.2.
Screening COc1ccc(Cl)cc1NC(=O)CCc1ccccc1 returned CD11b adhes enh -1.2, Ecoli WT expand 7.0, FAK inh -1.6, Mac1 fbg inh -6.9 and PLAP act 0.9.
Screening O=C(Nc1cccc(F)c1)C1C2C=CC3(CN(CCCN4CCOCC4)C(=O)C13)O2 (stereo unspecified) returned ERa SRC1 inh -3.7, CD11b adhes enh -4.7, MT1-MMP txn act 1.1, ERb SRC1 inh -11.7, ERa coact pot 121.3[fluorescence artefact?], Ecoli WT expand 7.0, FAK inh -3.6, Mac1 fbg inh 6.9 and PLAP act 1.5.
`O=C(OCC(=O)N1CCN(C(=O)c2ccco2)CC1)c1cc(-c2cccc(Br)c2)nc2ccccc12` gave ERa SRC1 inh 0.8, CD11b adhes enh -0.8, MT1-MMP txn act 1, ERb SRC1 inh 4.5, ERa coact pot 163.1, Ecoli WT expand -8.0, FAK inh -0.1, Mac1 fbg inh -1.2 and PLAP act 1.8.
CC(=O)N(C)c1ccc(NC(=O)c2cnn(C)c2)cc1 was read as ERa SRC1 inh 0.2[fluorescence artefact?], CD11b adhes enh 0.9, ERb SRC1 inh -2.5[fluorescence artefact?], ERa coact pot 119.0[fluorescence artefact?], Ecoli WT expand -2.0, FAK inh -0.5, Mac1 fbg inh -30.0 and PLAP act 0.8.
Screening COc1ccc(NC(=O)C2CCCNC2)cc1OCC(C)C (stereo unspecified) returned ERa SRC1 inh -6.6, CD11b adhes enh -2.3, MT1-MMP txn act 1.2, ERb SRC1 inh -6.3, ERa coact pot 105.3, Ecoli WT expand 9.0, FAK inh 4.2, Mac1 fbg inh -7.1 and PLAP act 1.
`CC(=O)Nc1cccc(NC(C)=O)n1` gave ERa SRC1 inh 0.7, MT1-MMP txn act 1, ERb SRC1 inh -7.2, ERa coact pot 106.3 and FAK inh -0.8.
CCOC(=O)c1sc(NC(=O)c2c(C)nn(Cc3ccccc3)c2C)cc1C was read as ERa SRC1 inh 6.2, CD11b adhes enh -9.2, MT1-MMP txn act 1, ERb SRC1 inh -2.8, ERa coact pot 201.9*, Ecoli WT expand -12.0, FAK inh -1.3, Mac1 fbg inh 92.4 and PLAP act 1.5.
For O=C(c1cc2cc3ccc(Cl)cc3nc2o1)N1CCN(Cc2ccc3c(c2)OCO3)CC1 the results were ERa SRC1 inh -4.6, MT1-MMP txn act 1, ERb SRC1 inh 3.2 and ERa coact pot 113.8.
Screening Cn1nnnc1SCc1ccccc1F returned ERa SRC1 inh -2.2, CD11b adhes enh -1.9, MT1-MMP txn act 1.2, ERb SRC1 inh -3.6, ERa coact pot 76.1[fluorescence artefact?], Ecoli WT expand 6.0, Mac1 fbg inh -9.0 and PLAP act 1.1.
For CN(C)c1nc(OCCOC(=O)c2ccccc2)nc(N(C)C)n1 the results were ERa SRC1 inh -0.8, CD11b adhes enh -5.8, MT1-MMP txn act 0.9, ERb SRC1 inh -1.6, ERa coact pot 93.2, Ecoli WT expand 4.0, FAK inh -6.0, Mac1 fbg inh -1.6 and PLAP act 1.5.
CCc1cc(C(=O)NCCN(C)C)cs1 was read as ERa SRC1 inh 1.6, CD11b adhes enh -0.9, MT1-MMP txn act 1.3, ERb SRC1 inh -1.0[fluorescence artefact?], ERa coact pot 103.8[fluorescence artefact?], Ecoli WT expand 8.0, FAK inh -2.6, Mac1 fbg inh -5.6 and PLAP act 1.
`COc1ccc(C(=O)Nc2ccc(Cl)cc2C(=O)NCc2ccco2)cc1OC` gave ERa SRC1 inh 14.3, CD11b adhes enh 0.6, MT1-MMP txn act 1.2, ERb SRC1 inh -1.9, ERa coact pot 122.9, Ecoli WT expand -2.0, FAK inh 5.5, Mac1 fbg inh -21.7 and PLAP act 1.
COCCOC(=O)c1c(C)oc2ccc(OC(=O)COc3c(F)c(F)c(F)c(F)c3F)cc12 was read as ERa SRC1 inh -10.9, CD11b adhes enh -4.0, MT1-MMP txn act 1.1, ERb SRC1 inh -0.6, ERa coact pot 101.4, Ecoli WT expand -11.0, FAK inh 0.3, Mac1 fbg inh 2.6 and PLAP act 1.
Screening CC(=O)Nc1ccc(S(=O)(=O)N2CCSC2c2ccc(C)cc2)cc1 (stereo unspecified) returned ERa SRC1 inh -8.5, CD11b adhes enh -2.0, MT1-MMP txn act 1.3, ERb SRC1 inh -4.8, ERa coact pot 105.4, Ecoli WT expand 1.0, FAK inh -5.0, Mac1 fbg inh -2.1 and PLAP act 0.9.
COC(=O)/C=C/C(=O)Nc1cccnc1 was read as CD11b adhes enh -2.3, Ecoli WT expand -5.0, FAK inh 2.7, Mac1 fbg inh -0.2 and PLAP act 1.
For COc1ccc(C(=O)Nc2cc(=O)n(C)c(=O)n2C)cc1OC the results were ERa SRC1 inh 6.6, MT1-MMP txn act 1.1, ERb SRC1 inh -3.3, ERa coact pot 119.3 and Ecoli WT expand 1.0.
For Nc1sc2c(c1C(=O)NC1CCS(=O)(=O)C1)CCC2 (stereo unspecified) the results were ERa SRC1 inh 14.2, CD11b adhes enh 0.3, MT1-MMP txn act 1, ERb SRC1 inh 17.9, ERa coact pot 97.9, Ecoli WT expand -1.0, FAK inh -1.9, Mac1 fbg inh -12.3 and PLAP act 2.3*.
OCc1nc(CO)n(Cc2ccccc2)n1 was read as ERa SRC1 inh 3.8[fluorescence artefact?], MT1-MMP txn act 1.3, ERb SRC1 inh 2.5, ERa coact pot 126.5 and FAK inh 1.5.
`CCN(CC)S(=O)(=O)c1ccc(C(=O)NCc2n[nH]c(=S)n2Cc2ccccc2)cc1` gave CD11b adhes enh -2.9, Ecoli WT expand -1.0, FAK inh 9.4, Mac1 fbg inh 10.0 and PLAP act 1.1.
`O=C(Nc1ccc2oc(-c3ccncc3)nc2c1)c1c(F)c(F)c(F)c(F)c1F` gave ERa SRC1 inh 22.2, CD11b adhes enh 24.1, MT1-MMP txn act 1.1, ERb SRC1 inh 10.9[fluorescence artefact?], ERa coact pot 265.7*, Ecoli WT expand -14.0, FAK inh -1.0, Mac1 fbg inh -33.1 and PLAP act 0.8.
For Cc1cc(=O)c(C(=O)O)cn1Nc1ccc(Cl)cc1 the results were ERa SRC1 inh -6.4, CD11b adhes enh -2.2, MT1-MMP txn act 1.2, ERb SRC1 inh 26.9, ERa coact pot 107.5, Ecoli WT expand 42.0, FAK inh -0.4, Mac1 fbg inh -4.5 and PLAP act 0.7.
`N#Cc1ccsc1NC(=O)c1cnccn1` gave ERa SRC1 inh 14.1, MT1-MMP txn act 1.1, ERb SRC1 inh 45.6, ERa coact pot 83.0, Ecoli WT expand 3.0 and FAK inh -2.8.
Screening CC(C)(C)SCCNC(=O)CSc1ccccc1 returned ERa SRC1 inh -4.1, MT1-MMP txn act 1.3, ERb SRC1 inh 1.1, ERa coact pot 113.9 and FAK inh -1.1.
`Cc1nn(C)c(C(=O)NNC(=S)NCc2ccco2)c1Cl` gave ERa SRC1 inh -2.0, MT1-MMP txn act 1.1, ERb SRC1 inh 3.5, ERa coact pot 106.5 and FAK inh -0.9.
`CN(C)S(=O)(=O)c1cccc(C(=O)OCC(=O)Nc2ccccc2OC(F)F)c1` gave ERa SRC1 inh -7.3, CD11b adhes enh -7.0, MT1-MMP txn act 1.1, ERb SRC1 inh -7.8, ERa coact pot 103.6, Ecoli WT expand -8.0, FAK inh 1.2, Mac1 fbg inh -11.1 and PLAP act 0.9.
`COCCNCCOCCOc1cccc(OC)c1` gave CD11b adhes enh 4.6, MT1-MMP txn act 1, Ecoli WT expand 1.0, FAK inh -0.4, Mac1 fbg inh -4.2 and PLAP act 0.9.
Screening Nc1nc(SCC(=O)N2CCCC2)[nH]c(=O)c1NC(=O)c1ccco1 returned ERa SRC1 inh -4.5, CD11b adhes enh 3.5, ERb SRC1 inh -9.5, ERa coact pot 99.5, Ecoli WT expand 0.0, FAK inh -1.6, Mac1 fbg inh -23.0 and PLAP act 1.1.
`Cc1cccc(C)c1NC(=O)CSc1nnc(-c2ccoc2C)n1C` gave ERa SRC1 inh 4.2, CD11b adhes enh -0.7, MT1-MMP txn act 1.2, ERb SRC1 inh 13.5[fluorescence artefact?], ERa coact pot 100.1, Ecoli WT expand -5.0, FAK inh -0.5, Mac1 fbg inh -1.7 and PLAP act 1.
`CCN(CC)C(=O)CSc1nnc([C@H](Cc2c[nH]c3ccccc23)NC(=O)OC(C)(C)C)o1` gave ERa SRC1 inh -0.2, CD11b adhes enh -5.6, MT1-MMP txn act 1, ERb SRC1 inh -0.7, ERa coact pot 97.7, Ecoli WT expand 1.0, FAK inh -1.4, Mac1 fbg inh 3.9 and PLAP act 1.4.
Screening Cc1ccc(C(=O)c2ccccc2C(=O)O)s1 returned ERa SRC1 inh -9.5, MT1-MMP txn act 1.2, ERb SRC1 inh -10.1, ERa coact pot 96.6, Ecoli WT expand 12.0, FAK inh 2.6 and PLAP act 0.9.
`Cc1c(NC(=O)Cn2nc(C(=O)O)c3ccccc3c2=O)c(=O)n(-c2ccccc2)n1C` gave ERa SRC1 inh 0.3, CD11b adhes enh -4.5, MT1-MMP txn act 1.1, ERb SRC1 inh 1.0, ERa coact pot 99.0, Ecoli WT expand 5.0, FAK inh 2.6, Mac1 fbg inh -9.3 and PLAP act 0.9.
CC(=O)NC(CCS(C)(=O)=O)C(=O)Nc1c(F)cccc1F (stereo unspecified) was read as ERa SRC1 inh -6.9, CD11b adhes enh 2.4, MT1-MMP txn act 1.2, ERb SRC1 inh -4.4, ERa coact pot 111.3, Ecoli WT expand -2.0, FAK inh 1.2, Mac1 fbg inh 25.9 and PLAP act 1.2.
Screening Cc1cc(C)c(C(=O)c2ccc(C(=O)N(C(C)C)C(C)C)cc2)c(C)c1 returned ERa SRC1 inh -1.7, CD11b adhes enh -2.4, ERb SRC1 inh -0.7, ERa coact pot 79.3, Ecoli WT expand -5.0, FAK inh -1.2, Mac1 fbg inh -28.4 and PLAP act 1.9.
For COc1ccc(OC)c(C(c2nnnn2Cc2ccccc2)N2CCN(C)CC2)c1 (stereo unspecified) the results were ERa SRC1 inh -6.5, CD11b adhes enh 0.4, MT1-MMP txn act 1, ERb SRC1 inh -4.7, ERa coact pot 119.1, Ecoli WT expand -5.0, FAK inh -1.4, Mac1 fbg inh -2.4 and PLAP act 1.4.
